Hsp70 activator = Hsp70 transcriptional activators, primary screen, cell-based, HeLa, Hsp70 promoter luciferase, luminescence, 10 µM. HeLa Hsp70 promoter luciferase reporter; scaled: vehicle 0, proteasome-inhibitor control 100%. activation, % at 10 µM. actives 0.04% (n = 200,000);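 active = activation above the mean across all tested compounds plus 3 SD, cutoff set per campaign, cut at about 5.5% in these data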;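 also: 100% = MG132 at 30 µM as the positive control and 0% = DMSO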
STAT1 inh = STAT1 signaling inhibitors, primary screen, cell-based, HTS, luciferase reporter; actives 0.35% (n = 200,000); inhibition, % at 5.5 µM; NIH 3T3 STAT1-luciferase reporter, IFN-gamma, luminescence; AID 920, 2007;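 active = inhibition above a set limit, the mean inhibition across all tested compounds plus 3 SD, cut at about 34% in these data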;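 also: 0% = IFN-gamma with DMSO and 100% = IFN-gamma with 300 µM nifuroxazide; values of inactives mirror those of a sister screen read the other way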
STAT3 inh = IL-6 driven STAT3 reporter inhibitors, primary screen, U3A cells, luciferase, luminescence, MLSCN library; IL-6 STAT3-luciferase reporter; host cell line lacks STAT1; inhibition, % at 5.5 µM; actives 0.89% (n = 190,000); AID 862, 2007;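 active = inhibition above the mean inhibition across all screened compounds plus 3 SD, cut at about 44% in these data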;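 also: 0% = DMSO only wells and 100% = 100 µM nifuroxazide control wells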
STAT3 act = IL-6 driven STAT3 reporter potentiators, primary screen, U3A cells, luciferase, luminescence, MLSCN library; actives 0.91% (n = 190,000); AID 871, 2007; IL-6 STAT3-luciferase reporter; 100% = signal with IL-6 EC80 alone; activation (% of control), % at 5.6 µM;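 active = activation above the screen-wide mean of compound activation plus 3 SD, cut at about 130% in these data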;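 also: 0% = background luminescence of wells with medium and substrate only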
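System – human U3A cells carrying STAT3-luciferase construct · Probe or stimulus – Interleukin-6, 33 ng/mL · Schedule – compound 1 h, then IL-6 6 h at 37 °C · Signal – luminescence from STAT3-driven luciferase reporter · Evaluation – percent of IL-6-only median luminescence · Benchmarks – IL-6-only high control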
STAT1 act = STAT1 signaling activators, primary screen, cell-based, HTS, luciferase reporter | NIH 3T3 STAT1-luciferase reporter, IFN-gamma, luminescence; 100% = IFN-gamma alone, no compound | activation (% of control), % at 5.5 µM | actives 2.6% (n = 200,000);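 active = activation above the screen-wide mean activation plus 3 SD, cut at about 130% in these data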;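 also: raw ratio to IFN-gamma control signal so 100% means no change and 0% no light; values of inactives mirror those of a sister screen read the other way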
FLuc inh counter = firefly luciferase enzyme inhibitors, primary screen, artefact control for luciferase-based inhibitor screens, biochemical, luminescence, ATPLite | Luciferin 4-monooxygenase (Photinus pyralis), P08659 | 10 min | inhibition, % at 10 µM | actives 1.5% (n = 200,000);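 active = inhibition above about 50% when tested at 10 µM, limit read from the data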
Target sequence (P08659 whole entry, looked up): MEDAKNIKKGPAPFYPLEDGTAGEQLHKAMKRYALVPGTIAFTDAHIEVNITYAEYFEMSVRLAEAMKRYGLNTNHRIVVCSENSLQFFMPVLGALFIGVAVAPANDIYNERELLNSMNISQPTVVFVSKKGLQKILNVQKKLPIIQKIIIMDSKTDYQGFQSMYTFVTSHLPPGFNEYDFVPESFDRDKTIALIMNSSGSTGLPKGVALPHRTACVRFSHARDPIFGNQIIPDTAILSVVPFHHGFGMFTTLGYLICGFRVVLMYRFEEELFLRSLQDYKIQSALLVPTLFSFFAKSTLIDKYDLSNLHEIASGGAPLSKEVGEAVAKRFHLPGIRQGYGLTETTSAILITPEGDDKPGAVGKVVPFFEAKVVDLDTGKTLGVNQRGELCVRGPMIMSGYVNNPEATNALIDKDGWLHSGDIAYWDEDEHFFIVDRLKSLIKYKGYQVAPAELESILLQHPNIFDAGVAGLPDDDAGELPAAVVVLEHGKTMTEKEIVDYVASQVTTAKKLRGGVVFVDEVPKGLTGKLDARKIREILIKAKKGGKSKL
APP 5'UTR act = activators of APP 5'UTR luciferase reporter, primary screen, SH-SY5Y cells. AID 1276, 2008. actives 1% (n = 190,000). activation, % at 2 µM. SH-SY5Y APP 5'UTR luciferase reporter, luminescence; zero percent = DMSO vehicle wells;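 active = activation above a set limit, based on mean plus 3 SD of controls, cut at about 140% in these data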; also: values of inactives mirror those of a sister screen read the other way
APP transl inh = inhibitors of APP translation via 5'UTR reporter, primary screen, APP 5'UTR luciferase, SH-SY5Y cells; SH-SY5Y APP 5'UTR-luciferase reporter, luminescence; inhibition, % at 2 µM; actives 0.82% (n = 190,000);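 active = inhibition above a set limit, derived from the sample mean plus 3 SD, cut at about 45% in these data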; also: values of inactives mirror those of a sister screen read the other way
RAM inhibit = inhibitors of the yeast RAM network, primary screen, dse1pr::URA3 reporter, 5-FOA selection; S. cerevisiae dse1pr::URA3 reporter, 5-FOA growth OD615, 2 d; analog-sensitive cbk1-as2 kinase mutant strain; inhibition, % at 50 µM; actives 1.8% (n = 190,000);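 active = inhibition above a set limit, 3 SD over mean compound inhibition, cut at about 8.4% in these data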;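 also: 0% = DMSO-only wells with no growth and 100% = 10 µM 1-NA-PP1 full growth; inhibition rescues growth on 5-FOA so higher OD means more RAM inhibition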
NF-kB neuron act = activators of NF-kB expression in neurons, primary screen, cell-based, HTS | human neuronal cells, NF-kB reporter expression; stronger effect = higher value | fold change at 12.5 µM | actives 1.6% (n = 190,000) | AID 1239, 2008; in the data active = fold change above about 3.3
* hit, by the source's call; · = not tested or not shown. An excerpt; count on the stated rates, not on these rows.

SMILES	Hsp70 activator	STAT1 inh	STAT3 inh	STAT3 act	STAT1 act	FLuc inh counter	APP 5'UTR act	APP transl inh	RAM inhibit	NF-kB neuron act
CCC(=O)Nc1cc(C(=O)N2CCC3(CC2)OCCO3)ccc1S(=O)(=O)c1ccc(C)cc1	-0.3	1	11	96	99	-2	·	·	1.2	1.2
Cc1nc2cc(F)ccc2n1C1CCN(Cc2nnnn2CCc2ccccc2)CC1	-0.1	5	-4	106	96	-2	1	-1	1.6	0.72
CNC(=O)Oc1cccc(-c2cn3cc(OC(=O)NC)ccc3n2)c1	-0.1	-9	7	98	108	73*	15	-15	-0.4	3.2
O=C(CF)NC(NC(=S)Nc1cccc([N+](=O)[O-])c1)C(Cl)(Cl)Cl (stereo not drawn)	0.1	12	12	100	88	-10	-20	20	2.5	0.86
CC(=O)c1c(C)[nH]c(C(=O)N2CCC3(CC2)OCCO3)c1C	-0.1	-3	4	102	103	-5	0	0	0.6	1.2
O=c1[nH]c(=S)n(-c2ccccc2)c(O)c1/C=N/N1CCOCC1	-0.4	-15	-2	101	113	-3	9	-9	1.2	1.1
CN1/C(=C\C=C2C(=O)NC(=O)NC2=O)C(C)(C)c2ccccc21	-0.2	0	22	83	99	-4	13	-13	3.3	1.1
CCN(CC)S(=O)(=O)c1cc(NC(=O)C(C)N2CC=C(c3ccccc3)CC2)ccc1C (stereo not drawn)	-0.5	-4	-1	101	103	-2	-4	4	2.2	1.3
CN(C)P1(N(C)C)=Nc2c(c(N)nn2C)C(c2ccccc2)=N1	-0.1	1	-4	105	99	-4	23	-23	0.7	1.3
O=c1[nH]c(=O)n(Cc2ccco2)c(O)c1C=NCCN1CCOCC1	-0.7	3	-2	106	98	-8	-2	2	-0.1	1
COP(=O)(OC)C(NC(=O)c1ccc(C)cc1)C(Cl)(Cl)Cl (stereo not drawn)	-0.3	-13	6	97	110	3	-23	23	2.0	1.1
CCCCC12CNCC(C)(CNC1)C2=O	0.7	6	4	100	94	-8	7	-7	-0.8	1.2
OC1(c2cccnc2)CC2CCC(C1)N2Cc1nnnn1Cc1ccccc1 (stereo not drawn)	-0.2	-3	0	104	102	-8	-3	2	0.8	1.2
O=C1NC(=O)C2(Cc3ccccc3N3CCCC32)C(=O)N1 (stereo not drawn)	-0.2	2	3	97	98	-1	0	0	1.6	1.1
COc1ccc(NP(=O)(Oc2ccccc2OC)Oc2ccccc2OC)cc1	-0.3	-3	-6	103	103	1	5	-6	2.7	0.38
Cc1ccc(N2C(=O)NC(=O)/C(=C\c3ccc(N4CCOCC4)cc3)C2=O)cc1	0.0	-4	-7	103	104	1	-10	10	-0.4	0.97
Cc1cccc(CN2CCN(CC(=O)N3CCC4(CC3)OCCO4)C2=O)c1	-0.5	6	7	99	95	-10	16	-16	1.7	0.93
CN1OC[C@@H]2COc3ccc4ccccc4c3[C@@H]21	0.0	-7	3	99	105	15	-9	9	0.1	1.2
Cc1ncc(CN2CCCC(C(=O)c3cccc(Cl)c3)C2)s1 (stereo not drawn)	-0.1	17	-5	107	83	-8	44	-44	2.3	1.3
Cc1nc2ccc(N3CCN(C)CC3)cc2nc1C	-0.3	-26	-6	107	124	16	88	-88	2.3	1.8
CCC(=NCC1CCCO1)c1c(O)n(Cc2ccccc2)c(=O)[nH]c1=O (stereo not drawn)	-0.2	3	4	101	98	7	3	-3	0.0	0.98
O=C(O)[C@H]1C[C@@H]1[C@H](NP(=O)(c1ccccc1)c1ccccc1)c1ccccc1	-0.3	20	6	92	82	0	-1	1	3.0	1.2
CN(C)C(=O)Oc1cccc(NC(=O)N2CCOCC2)c1	0.2	-5	4	100	106	-9	12	-12	1.4	1.1
COc1ccc(-c2nc3ccccc3c(=O)o2)cc1	-0.4	-7	13	90	107	55*	19	-19	0.5	2.2
O=C(C1CC(=O)N(c2ccc(F)c(Cl)c2)C1)N1CCC2(CC1)OCCO2 (stereo not drawn)	-0.5	3	11	94	97	-9	7	-7	-0.5	1.2
(next part)
SMILES	Hsp70 activator	STAT1 inh	STAT3 inh	STAT3 act	STAT1 act	FLuc inh counter	APP 5'UTR act	APP transl inh	RAM inhibit	NF-kB neuron act
Cc1cccc2c1=NC(=O)/C(=C/c1c(O)[nH]c(=O)[nH]c1=O)C=2	-0.4	3	11	93	97	-3	-4	4	2.5	1
Cc1ccccc1C1=NCC(=S)Nc2ccc(Cl)cc21	-0.1	3	6	98	97	-1	13	-13	2.0	1.1
Cc1oc2ccc(OC(=O)N(C)C)cc2c1C(=O)OC(C)C	-0.2	3	4	98	97	-6	2	-2	0.9	0.91
CN(C)C(=O)Nc1cccc(OC(=O)N(C)C)c1	0.0	-5	-10	112	104	0	-1	1	1.4	1.1
C[C@@H]1O[C@@H](O[C@H]2C[C@@H](O)[C@]3(CO)[C@H]4[C@H](O)C[C@]5(C)[C@@H](C6COC(=O)C6)CC[C@]5(O)[C@@H]4CC[C@]3(O)C2)[C@H](O)[C@H](O)[C@H]1O (stereo partly drawn)	-0.5	10	56*	53	91	-2	-93	93*	0.8	1.2
Cc1cc(C)n2nc(SC(C)C(=O)N3CCC4(CC3)OCCO4)nc2n1 (stereo not drawn)	0.0	-3	-4	106	103	-2	1	-1	0.9	0.89
O[C@H]1C2CCC1C(N1CCCCC1)CC2 (stereo partly drawn)	-0.3	3	11	94	98	-6	6	-6	-1.0	1.2
O=C1NC(=O)C2(Cc3c(nc4ccccn4c3=O)N3CCCCCC32)C(=O)N1Cc1ccccc1 (stereo not drawn)	-0.1	-2	8	95	101	-5	9	-9	0.0	0.36
CSc1ccc(CN2CCN(C(=O)COc3cccc(C)c3)CC2)cc1	0.1	-1	8	97	98	-4	-9	9	1.0	1.3
Nc1ccc(Cl)cc1C(=O)c1ccccc1Cl	-0.3	-4	0	104	103	-6	12	-12	-1.2	1.5
CCC(C)NS(=O)(=O)c1ccc(OCC(=O)N2CCN(CC)CC2)cc1 (stereo not drawn)	-0.3	-1	7	97	98	0	17	-17	0.7	0.91
Cc1ccc(-c2nc3ccccc3c(=O)n2-c2ccncc2)cc1	-0.3	-13	3	99	111	-4	2	-2	-0.4	0.94
COC(=O)COc1cc(C)cc2oc(=O)c3c(c12)CCCC3	0.1	4	6	100	97	-8	15	-15	3.2	1.1
COc1ccccc1CN1CCN(Cc2ccc(Cl)cc2)CC1	-0.2	-4	14	94	103	0	6	-6	1.4	1.1
CCOC(=O)C1(c2ccccc2)CCN(CC(=O)Nc2ccc(C)cc2)CC1	-0.3	0	-7	108	100	-2	18	-18	-1.8	1.2
CCC1CCCCN1P(=O)(c1ccc(C)o1)C(C)(C)C (stereo not drawn)	0.7	5	4	100	95	1	-4	4	-0.5	1.1
CN(C)CCCN=Cc1c(O)n(CCc2ccc(F)cc2)c(=O)[nH]c1=O	-0.3	-7	1	102	106	-8	0	0	0.3	1.1
NC(=O)c1ccc(N=Nc2c(O)[nH]c(=O)[nH]c2=O)cc1	0.0	15	16	86	87	-7	29	-29	3.1	1.1
COc1cccc(C(=O)C2CCCN(Cc3ccc4nonc4c3)C2)c1 (stereo not drawn)	-0.3	1	-3	106	98	-4	-13	13	0.6	1.3
COc1cc(-n2c(=S)[nH]c3ccc(C)cc3c2=O)c(Cl)cc1Cl	0.2	-3	-44	156*	102	-7	-3	2	0.2	0.94
Cc1cc(C(=O)CS(=O)(=O)c2ccc(F)cc2)cc(C)c1OC(=O)N(C)C	0.1	-27	0	102	125	63*	62	-62	-0.2	1.9
CCc1ccc(CNCCc2ccc(F)cc2)cc1	-0.2	1	20	86	99	-6	2	-2	1.2	1
CC(=O)N1CCN(c2ccc(N=Cc3c(O)n(-c4ccc(Cl)cc4)c(=O)[nH]c3=O)cc2)CC1	0.8	-1	4	102	101	-6	·	·	5.3	1.7
Cc1cc(C)nc(NC2=NCCS2)n1	0.2	2	3	101	98	-1	-8	8	-0.1	1
CC(NCc1ccccc1C(F)(F)F)C(O)c1ccccc1 (stereo not drawn)	-0.3	1	0	102	100	0	-10	10	1.3	1.2
Fc1ccccc1CCNCc1cccc(Cl)c1Cl	-0.1	6	5	97	95	-3	2	-2	1.6	1.3
O=C1NC(=S)N(Cc2ccco2)C(=O)/C1=C\c1cccs1	0.0	-3	8	94	103	4	10	-10	7.8	0.96

Rewritten in markdown: part of the list above
| Molecule | Hsp70 activator | STAT1 inh | STAT3 inh | STAT3 act | STAT1 act | FLuc inh counter | APP 5'UTR act | APP transl inh | RAM inhibit | NF-kB neuron act |
| --- | --- | --- | --- | --- | --- | --- | --- | --- | --- | --- |
| Cc1cccc2c1=NC(=O)/C(=C/c1c(O)[nH]c(=O)[nH]c1=O)C=2 | -0.4 | 3 | 11 | 93 | 97 | -3 | -4 | 4 | 2.5 | 1 |
| O=C1NC(=O)C2(Cc3c(nc4ccccn4c3=O)N3CCCCCC32)C(=O)N1Cc1ccccc1 (stereo not drawn) | -0.1 | -2 | 8 | 95 | 101 | -5 | 9 | -9 | 0.0 | 0.36 |

Structures from the list above with a carbonyl joined to an NH by a bond outside any ring:
SMILES	Hsp70 activator	STAT1 inh	STAT3 inh	STAT3 act	STAT1 act	FLuc inh counter	APP 5'UTR act	APP transl inh	RAM inhibit	NF-kB neuron act
CCC(=O)Nc1cc(C(=O)N2CCC3(CC2)OCCO3)ccc1S(=O)(=O)c1ccc(C)cc1	-0.3	1	11	96	99	-2	·	·	1.2	1.2
CNC(=O)Oc1cccc(-c2cn3cc(OC(=O)NC)ccc3n2)c1	-0.1	-9	7	98	108	73*	15	-15	-0.4	3.2
O=C(CF)NC(NC(=S)Nc1cccc([N+](=O)[O-])c1)C(Cl)(Cl)Cl (stereo not drawn)	0.1	12	12	100	88	-10	-20	20	2.5	0.86
CCN(CC)S(=O)(=O)c1cc(NC(=O)C(C)N2CC=C(c3ccccc3)CC2)ccc1C (stereo not drawn)	-0.5	-4	-1	101	103	-2	-4	4	2.2	1.3
COP(=O)(OC)C(NC(=O)c1ccc(C)cc1)C(Cl)(Cl)Cl (stereo not drawn)	-0.3	-13	6	97	110	3	-23	23	2.0	1.1
CN(C)C(=O)Oc1cccc(NC(=O)N2CCOCC2)c1	0.2	-5	4	100	106	-9	12	-12	1.4	1.1
CN(C)C(=O)Nc1cccc(OC(=O)N(C)C)c1	0.0	-5	-10	112	104	0	-1	1	1.4	1.1
CCOC(=O)C1(c2ccccc2)CCN(CC(=O)Nc2ccc(C)cc2)CC1	-0.3	0	-7	108	100	-2	18	-18	-1.8	1.2
NC(=O)c1ccc(N=Nc2c(O)[nH]c(=O)[nH]c2=O)cc1	0.0	15	16	86	87	-7	29	-29	3.1	1.1
